Screening results deposited in PubChem BioAssay by Broad Institute.
Casp6 inh = blocks human caspase-6 cleavage activity | P55212 | purified caspase-6, Z-VEID-R110 cleavage fluorescence | inhibition, % at 12.5 µM | 0.53% of 350,000 active | AID 686996;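 active = mean inhibition across replicates at least about 35%, with every replicate also reaching that limit, limit read from the data; inconclusive = only one of the two criteria met; inactive = neither criterion met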;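 also: 0% = median of neutral control wells and 100% = no fluorescence left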
Target sequence (P55212 24-179 limits assumed): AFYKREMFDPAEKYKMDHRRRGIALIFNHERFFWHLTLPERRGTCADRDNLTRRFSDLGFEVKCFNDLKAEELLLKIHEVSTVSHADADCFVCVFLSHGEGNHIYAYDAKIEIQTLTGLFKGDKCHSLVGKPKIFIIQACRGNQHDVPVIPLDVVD
Target sequence (P55212 194-293 limits assumed): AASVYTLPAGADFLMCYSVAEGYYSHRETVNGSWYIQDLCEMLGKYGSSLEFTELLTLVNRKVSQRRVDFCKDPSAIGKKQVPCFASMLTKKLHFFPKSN
INS-1E GSIS act = primary screen for activators of insulin secretion dependent on glucose, INS-1E cells, GLuc reporter luminescence; INS-1E GLuc reporter insulin secretion, 2-3 h; activation, % at 16.6 µM; 0.61% of 370,000 active; AID 743287;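 active = lowest replicate activation of at least 40%, so every replicate reaches that level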;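 also: 0% = median of neutral control wells and 100% = median of IBMX positive control wells; some compounds called inactive have numbers as strong as hits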
RAD52 inh = blocks human RAD52 DNA annealing. P43351. recombinant RAD52 DNA annealing, FRET fluorescence. inhibition, % at 18.7 µM. 0.46% of 360,000 active. AID 651710;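 active = every replicate showing at least 50% inhibition; inconclusive = mean inhibition at least 50% but not in every replicate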
Xi reactivation = activators of X-chromosome reactivation in mouse fibroblasts. XiGFP mouse fibroblasts, % GFP-positive cells imaging, 3 d; cells co-treated with 5-aza-dC sensitizer; scaled so ellipticine positive control = 100%. activation, % at 7.58 µM. 0.055% of 360,000 active. AID 743238;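 active = mean normalized replicate activation at least 10% and every replicate at or above 10%; inconclusive = only one of the two criteria met; inactive = mean below 10% and not all replicates reach 10%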;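 also: 0% = median of on-plate neutral control wells and 100% = ellipticine 6 µM median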
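Material: XiGFP fibroblasts, SV40-immortalized; Buffer or medium: DMEM containing 5-aza-dC; Compound dosing: single point; Times: 3 days compound exposure.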
RAD54 inh = RAD54 (human) branch migration inhibition; 0.14% of 360,000 active; Q92698; RAD54 Holliday junction branch migration, FAM/BHQ fluorescence; inhibition, % at 10.4 µM;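 active = mean normalized replicate activity at least 40 and at least half of replicates scoring 40 or more; inconclusive = only one of the two criteria met; inactive = mean below 40 and under half of replicates reaching 40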;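 also: 0% = median of neutral control wells and 100% = median of positive control wells; inhibitors cause a drop in the FAM fluorescence signal; in these data hits start at about 50%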
Target sequence (Q92698 whole entry, looked up): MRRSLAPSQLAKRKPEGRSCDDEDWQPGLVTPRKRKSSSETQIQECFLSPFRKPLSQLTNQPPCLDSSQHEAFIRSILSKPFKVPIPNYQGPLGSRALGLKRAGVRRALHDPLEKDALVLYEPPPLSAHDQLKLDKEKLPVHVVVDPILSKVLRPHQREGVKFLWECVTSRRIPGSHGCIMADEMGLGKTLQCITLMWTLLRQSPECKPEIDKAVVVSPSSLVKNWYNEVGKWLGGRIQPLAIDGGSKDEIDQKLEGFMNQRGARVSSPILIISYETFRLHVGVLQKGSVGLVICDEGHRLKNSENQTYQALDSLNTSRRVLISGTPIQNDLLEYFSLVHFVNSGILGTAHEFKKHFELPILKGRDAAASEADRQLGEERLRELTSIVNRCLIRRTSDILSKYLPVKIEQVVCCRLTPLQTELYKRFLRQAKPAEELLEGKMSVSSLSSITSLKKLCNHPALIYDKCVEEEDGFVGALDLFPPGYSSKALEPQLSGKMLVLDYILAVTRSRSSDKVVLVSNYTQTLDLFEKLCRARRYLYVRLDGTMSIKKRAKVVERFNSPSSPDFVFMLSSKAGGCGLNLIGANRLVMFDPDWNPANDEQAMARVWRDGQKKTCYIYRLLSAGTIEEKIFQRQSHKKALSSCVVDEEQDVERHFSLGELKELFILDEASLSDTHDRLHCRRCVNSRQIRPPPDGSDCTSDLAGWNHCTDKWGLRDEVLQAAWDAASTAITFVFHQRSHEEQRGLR
CFTR F508del cor = correctors of CFTR F508del function in bronchial epithelial cells; AID 720511; CFBE cells, YFP halide quenching; stimulated with forskolin plus potentiator P3; % fluorescence drop versus neutral controls; 0.36% of 350,000 active; activity (quench increase), % at 7.58 µM;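 active = mean added fluorescence quench of at least 8% versus neutral control, with both replicates also reaching 8%; inconclusive = only one of the mean or replicate conditions met; inactive = mean below 8% and not both replicates reaching 8%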;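 also: cells transiently co-express mutant CFTR-F508del with the halide-sensitive YFP; corrector assay measuring rescue of mutant channel to the surface after 24 h compound exposure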
E-sel inducer = E-selectin induction on HUVECs; P16581; HUVEC E-selectin immunofluorescence imaging; normalized: neutral wells 0, TNF-alpha wells 100; 0.37% of 260,000 active; activation, % at 7.58 µM;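 active = mean E-selectin-positive cell signal at least 10% of the positive control, reached in at least 60% of replicates, without over 20% cell loss; inconclusive = no rule given, readout overlaps actives, possibly toxicity-flagged; inactive = the rest, including those meeting only one limit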;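 also: in these data hits start at about 27%; measured in HUVEC primary endothelial cells; signal is the percent of cells scored E-selectin positive by PE staining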
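Material: HUVEC primary endothelial cells; Amount: 3,000 cells per well; Dosing: single concentration; Medium: EGM-2 growth medium on 0.1% gelatin-coated wells; Read-out basis: percent E-selectin-positive cells; Signal: immunofluorescence imaging; Control set: TNF-alpha, DMSO.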
DENV2 CPE = protects cells from dengue virus 2 cytopathic effect; CPE inhibition, % at 9.99 µM; 1.7% of 350,000 active; AID 651640; DENV2-infected cells, cytopathic effect rescue, plate reader; in the data active = CPE inhibition above about 20%, passing the limit was not always enough; inconclusive = no clear call, values can overlap the other calls; tested in BHK-21 cells;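 also: 0% = median of neutral control wells and 100% = median of positive control wells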
Numbers without * were called inactive; ? = inconclusive; . = not tested or not shown; & = joins results of further samples.

SMILES	Casp6 inh	INS-1E GSIS act	RAD52 inh	Xi reactivation	RAD54 inh	CFTR F508del cor	E-sel inducer	DENV2 CPE
COc1ccc(N(C)S(=O)(=O)c2ccc(Cl)c(C(=O)NCCc3ccc(Cl)cc3)c2)cc1	2	-25	-23	0.0	.	0.7	.	0
CCCCc1ncc(CN2CCC(n3nccc3NC(=O)C(OC)c3ccccc3)CC2)[nH]1 (stereo not drawn)	-8	3	-13	0.3	-5	0.7	-1.6	-5
O=C(/C=C/[C@H]1O[C@@H](n2cnc3c(NC(=O)c4ccccc4)ncnc32)[C@H](O)[C@@H]1O)NCC1CCCO1 (stereo partly drawn)	-2	4	-3	-0.1	3	5.7	-0.2	.
O=C(CSc1nc(=O)n(Cc2ccccn2)c2c1CCC2)Nc1ccc(F)cc1F	3	-3	-1	-0.1	5	0.7	-0.3	-3
N#CCCn1cc(C(=O)Nc2ccc(C(=O)O)cc2)c(-c2ccc([N+](=O)[O-])cc2)n1	5	2	-1	0.0	.	-0.1	.	1
COc1cccc(/C=N/c2nc3ccccc3n2C)c1O	0	.	-14	0.0	-2	-0.3	.	8
COc1ccc(NC(=O)N(C)C[C@@H]2OCc3cn(nn3)CCCC(=O)N([C@H](C)CO)C[C@H]2C)cc1	-3&-3	0&6	-8&4	0.3&0.0	-10&-2	0.3&0.9	-0.4	0&-8
O=C(C1CCOCC1)N1[C@@H](CO)[C@@H]2c3ccccc3NC[C@@H]21	.	0	.	0.0	-19	-0.3	-0.2	-14
COc1ccc(CCn2cc(C#N)c(=O)[nH]c2=O)cc1OC	.	-12	-3	0.0	.	-1.6	-1.1	-1
Cc1cc(C)cc(N2Cc3ccccc3C2)c1	-3	2	3	0.2	3	1.3	.	6
Cc1cc(/C=C(\C#N)C(=O)NCc2ccco2)c(C)n1-c1ccc(C(=O)O)cc1	23	-13	-29	0.1	.	-0.9	.	2
C#CCOCCOCCOCCNc1nc(N2CCN(C(=O)[C@H](CCCCN)n3cc(CN)nn3)CC2)nc(N2CCN(C(=O)[C@H](CCCCN)n3cc([C@@H](N)[C@H](C)CC)nn3)CC2)n1	-340	1	72*	0.0	79*	-2.2	.	16
Cc1ccc(SC[C@H](c2ccccc2)N2CCN(CC(C)C)CCC2=O)cc1	.	-15	.	0.4	4	-2.0	-0.1	.
O=C(c1cccnc1)N1CC[C@@H]2[C@@H](CO)Nc3ccc(-c4cccc(F)c4)cc3[C@@H]21	-1	-4	-1	0.3	4	3.6	-0.2	3
C[C@@H]1CN([C@@H](C)CO)C(=O)Cc2cc(NC(=O)CCC(F)(F)F)ccc2O[C@H]1CN(C)C	-3	12	-2	-1.5	10	1.0	.	-1
CS(=O)(=O)N(CCc1ccccc1)CC(=O)NCc1ccncc1	-2	10	-9	.	9	.	.	.
CCOC(=O)Cc1csc(NS(=O)(=O)c2ccc(OC)cc2)n1	4	24	-28	0.0	.	-1.6	3.5	0
CS(=O)(=O)N(CCc1ccccc1)CC(=O)Nc1ccc(Br)cc1F	4	-8	-11	0.1	-1	2.1	.	-1
CCc1ccccc1NC(=O)c1ccccc1Sc1ccc([N+](=O)[O-])cc1Cl	-1	5	-5	0.2	.	-1.9	.	-6
COc1cccc(NC(=O)N2[C@H](CO)[C@@H](c3ccccc3)[C@H]2CNCC(C)C)c1	2	-5	-171	0.0	-3	1.2	-0.3	-9
C[C@H](CO)N1C[C@H](C)[C@H](CN(C)C)OCCCC[C@H](C)Oc2ccc(NC(=O)Nc3ccc(F)cc3)cc2C1=O	.	25	.	-0.9	.	-0.2	0.0	.
C[C@H](CO)N1C[C@H](C)[C@H](CN(C)S(C)(=O)=O)OCCCC[C@H](C)Oc2ccc(NC(=O)c3ccccc3)cc2C1=O	0	9	-6	0.2	6	-5.4	-0.2	?
Nc1nc(SCCO)[nH]c(=O)c1NC(=O)c1ccccc1F	1	9	5	-0.1	4	-2.5	.	10
CC(NC(=O)COC(=O)Cn1cc(C(F)(F)F)ccc1=O)c1ccccc1 (stereo not drawn)	-3	-16	-7	0.0	6	2.2	0.1	-5
CC1CCN(C(=O)C(=O)Nc2sc3c(c2C(N)=O)CC(C)(C)OC3)CC1	3	1	-6	0.0	1	0.2	0.9	0
CC1=Nc2ccccc2/C1=C\c1nc(-c2ccc(F)cc2)oc1O	-4	-10	-391	.	4	-1.8	.	13
COc1ccc(NC(=O)CNC(=O)c2ccco2)cc1	2	11	-14	0.2	1	-0.8	0.1	6
Cc1c(C(=O)N2CCOCC2)c(S(=O)(=O)Nc2cccc(F)c2)c(C)n1C	-4	15	-22	0.0	-1	-2.4	.	0
C[C@@H]1CCCCO[C@H](CN(C)Cc2ccc(C(=O)O)cc2)[C@H](C)CN([C@@H](C)CO)C(=O)c2cc(NS(=O)(=O)c3cn(C)cn3)ccc2O1	.	23	.	0.3	-1	0.8	0.0	14
OC(c1ccccc1)c1nc(-c2ccc(Cl)cc2)cs1 (stereo not drawn)	4	-35	10	-0.1	-13	3.1	2.4	-9
COc1ccccc1NC(=O)N1CCCCN2[C@@H](CO)[C@H](c3ccc(-c4cccc(C#N)c4)cc3)[C@@H]2C1	-1	-25	46	0.1	22	-2.6	-0.2	-25
CCn1c(=O)c(-c2cc(=O)[nH][nH]2)c(O)c2ccccc21	6	1	-14	0.1	2	1.1	.	1
C[C@@H]1CN([C@@H](C)CO)C(=O)Cc2cc(NS(=O)(=O)c3cccs3)ccc2O[C@H]1CN(C)Cc1ccc2c(c1)OCO2	0	-22	16	0.0	1	-0.5	0.5	18
Cc1ccc(S(=O)(=O)NCC(=O)OCC(=O)NC(=O)NC2CCCC2)cc1	-1	-41	-7	-0.2	.	-4.9	.	-3
O=C(N[C@@H]1CC[C@H](CCNS(=O)(=O)c2ccc(F)cc2)O[C@H]1CO)C1CC1	-4	-8	-5	-1.2	-4	1.4	0.0	-2
Cc1ccc(S(=O)(=O)Nc2ccc3c(c2)C(=O)N([C@@H](C)CO)C[C@H](C)[C@@H](CN(C)C(=O)Nc2ccc(F)cc2)OCCCC[C@H](C)O3)cc1	-1	-9	-15	0.3	9	-1.5	.	0
CC(C)(C)c1n[nH]c(=S)n(/N=C/c2cccs2)c1=O	0	.	-10	0.0	.	.	.	5
CC(=O)c1ccc(NC(=O)CC23CC4CC(C2)CC(n2nnc(C)n2)(C4)C3)cc1	-2	-26	-5	1.0	.	0.4	.	1
Cc1ccc(N(CC(=O)Nc2cc(C)ccc2C)S(C)(=O)=O)cc1	2	.	-1	0.0	-3	5.4	.	-1
COc1cccc(CC(=O)N2CCC(n3nccc3NC(=O)C3CCOC3)CC2)c1 (stereo not drawn)	-2	3	1	0.0	0	3.6	0.1	-11
COc1ccc(CCNC(=O)CN2C(=O)NC3(CCc4ccccc43)C2=O)cc1 (stereo not drawn)	3	9	-2	0.1	-7	-0.9	-0.5	-4
COc1cc(C(=O)NC(C(=O)Nc2cccc(C(C)=O)c2)C(C)C)cc(OC)c1OC (stereo not drawn)	1	-11	-12	0.3	.	-2.3	.	-2
COc1ccc(C(=O)N/C(=C\c2cn(C)c3ccccc23)C(=O)NCCCN2CCOCC2)cc1OC	-3	0	-1	0.1	1	-1.3	.	-4
CC1Cc2cc(/C(O)=C3\C(=O)C(=O)N(Cc4ccncc4)C3c3ccccc3F)ccc2O1 (stereo not drawn)	12	13	-4	-0.1	3	0.8	0.3	-5
CO[C@H]1CC[C@H]2CCN(C)C(=O)CCCN(C)C(=O)c3cc(C#N)ccc3OC[C@@H]1O2	-2	3	1	0.0	3	.	0.0	0
N#CCCC1(CCC#N)c2ccccc2C(=O)c2ccccc21	1	0	-4	0.3	5	1.2	0.4	-7
CCOc1ccc(C(=O)NC(=S)N(Cc2ccccc2)Cc2ccccc2)cc1	-1	-2	-11	.	2	-1.2	.	.
COc1ccc(NC(=O)N(C)C[C@H]2Oc3ccc(NS(C)(=O)=O)cc3C(=O)N([C@@H](C)CO)C[C@H]2C)cc1	1	31	-10	-1.4	1	-1.5	0.0	?
COC(=O)c1cc(NC(=O)CSc2nnc(N)s2)ccc1Cl	0	4	-5	0.0	-4	1.8	-5.6	-4
CCn1c(SCC(=O)Nc2cc(C)on2)nc2c(c1=O)SCC2	4	0	-16	0.0	-10	0.1	-0.2	7

(listing goes on)
SMILES	Casp6 inh	INS-1E GSIS act	RAD52 inh	Xi reactivation	RAD54 inh	CFTR F508del cor	E-sel inducer	DENV2 CPE
COc1ccccc1CNS(=O)(=O)c1ccc(-n2cnnn2)c(OC)c1	2	13	-2	0.4	-1	4.5	.	4
N#Cc1ccccc1S(=O)(=O)N1CCN(C(=O)c2ccc(-n3cncn3)c([N+](=O)[O-])c2)CC1	2	5	3	0.1	-8	4.4	0.3	-4
C[C@H](CO)N1C[C@H](C)[C@@H](CN(C)Cc2ccc3c(c2)OCO3)Oc2c(NS(=O)(=O)c3ccc(Cl)cc3)cccc2C1=O	2	-18	12	0.1	.	-1.2	0.5	-7
O=C(NCC1CCCCC1)[C@H]1[C@H](CO)[C@H]2Cn3c(cccc3=O)[C@H]2N1Cc1ccccn1	-4	7	-11	0.0	6	4.3	0.4	1
Cc1nc2scc(-c3ccc(C(C)(C)C)cc3)c2c(=O)n1N	-1	5	-6	0.0	-8	-1.7	.	8
CN1CCN(S(=O)(=O)c2ccc(Sc3nnnn3-c3ccccc3)c([N+](=O)[O-])c2)CC1	7	.	-9	0.2	.	.	.	0
O=C(c1ccccc1F)N1C[C@@H]2[C@H](c3ccccc31)[C@@H](CO)N2Cc1ccc2c(c1)OCO2	-3	-1	20	-0.1	-15	0.9	0.2	5
O=C(O)C[C@@H]1C[C@@H]2c3cc(NS(=O)(=O)c4ccc(F)cc4)ccc3O[C@@H]2[C@H](CO)O1	-1	14	-6	0.0	.	-0.7	0.0	17
CCC(C)NC(=O)Cn1cnc2sc(C)c(S(=O)(=O)N3CCCCC3)c2c1=O (stereo not drawn)	1	3	-10	0.1	0	-1.4	-0.2	-3
CO[C@H]1CN(C)C(=O)c2cc(NC(=O)C3CCOCC3)ccc2OC[C@H](C)N(Cc2nccs2)C[C@@H]1C	1	12	4	-0.4	0	0.1	-0.3	-2
COc1ccc(CC(=O)NCc2ccccc2)cc1	-2	2	-10	0.0	0	-1.0	1.1	-2
Cc1ccc(/C=C/S(=O)(=O)NCCC(=O)NCc2ccc(F)cc2)cc1	-1	.	-30	0.2	-11	1.9	-0.2	-3
Cc1cccn2cc(-c3ccc(S(=O)(=O)N4CCCCC4)cc3)nc12	2	-8	-18	0.0	.	-1.4	.	-3
C[C@@H]1CN([C@H](C)CO)C(=O)c2cccc(NC(=O)C3CCCCC3)c2O[C@@H]1CN(C)S(C)(=O)=O	2	7	-10	-0.4	-1	3.5	1.3	1
COc1ccc(NC(=S)N(CCc2ccncc2)C(C)C)cc1Cl	-1	-9	-2	0.0	-2	0.6	.	8
CC(=O)NCc1nc2ccccc2n1C(C)C	1	1	-2	0.0	-11	4.2	-1.8	-19
CO[C@H]1CN(C)C(=O)c2ccc(NC(=O)C3CC3)cc2OC[C@@H](C)N(C(=O)CN2CCOCC2)C[C@@H]1C	-2	4	-3	0.0	-8	-0.1	0.3	-9
Cc1cc(N2CCN(c3nc(-c4ccccc4)cs3)CC2)c2ccccc2n1	-2	5	9	-0.2	-3	3.1	-0.3	-6
FC(F)Sc1ccc(NC(=S)NC2CCCC2)cc1	7	-4	-6	0.0	.	-0.9	.	-4
